Source: PubChem BioAssay (National Center for Advancing Translational Sciences (NCATS))
Epigenetic derep: regulators of epigenetic silencing causing reporter derepression in mouse cells; AID 1865; Potency, µM (series often up to 53.9 µM), without a hit: top-dose GFP activation, actives largely listed as activators; murine LDR cells, GFP reporter derepression, 30 h; 280,000 tested, 0.2% active; also: potency is read from the fitted curve at half-maximal effect; % of control where 0% means no effect; nearly all actives have a fitted effect of over 60% in size
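Readout is the number of GFP-expressing murine LDR cells, counted by cytometry following washing. Cells were treated with compound for 30 h at 37 C; the stably integrated CMV-GFP locus is normally silent.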
NPSR antag: neuropeptide S receptor (human) antagonism, cAMP. Q6W5P4. CHO-NPSR cells, cAMP TR-FRET, antagonist mode. Potency, µM (titrated, usually from 38.3 µM), without a hit: top-dose activity change, negative = inhibition, usual class: inhibitors. 220,000 tested, 1% active; also: potency is read from the fitted curve at half-maximal effect; % is scaled to controls: 0 for no effect and ±100 for the full control effect; nearly all actives have a fitted effect of over 50% in size; many of its hits are not listed in these tables
Target sequence (Q6W5P4 whole entry, looked up): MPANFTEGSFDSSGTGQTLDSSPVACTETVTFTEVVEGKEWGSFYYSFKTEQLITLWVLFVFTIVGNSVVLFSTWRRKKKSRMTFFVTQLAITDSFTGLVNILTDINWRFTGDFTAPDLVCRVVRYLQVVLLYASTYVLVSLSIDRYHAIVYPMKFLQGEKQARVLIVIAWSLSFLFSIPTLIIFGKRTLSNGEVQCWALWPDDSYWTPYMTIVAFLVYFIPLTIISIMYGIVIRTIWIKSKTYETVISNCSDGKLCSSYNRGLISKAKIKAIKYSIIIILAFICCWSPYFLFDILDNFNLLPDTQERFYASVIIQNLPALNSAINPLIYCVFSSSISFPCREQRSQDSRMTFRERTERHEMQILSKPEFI
CBFb-RUNX1 inh: blocks binding between human CBF-beta and RUNX1; Q01196+Q13951; Potency, µM (highest dose often 59.8 µM), inactives show at the highest dose activity, negative = inhibition, usual class: inhibitors; AID 1477; AlphaScreen CBFb-His/RUNX1-biotin binding, biochemical; 230,000 tested, under 10 active; also: % of control where 0% means no effect
Target sequence (Q01196 whole entry, looked up): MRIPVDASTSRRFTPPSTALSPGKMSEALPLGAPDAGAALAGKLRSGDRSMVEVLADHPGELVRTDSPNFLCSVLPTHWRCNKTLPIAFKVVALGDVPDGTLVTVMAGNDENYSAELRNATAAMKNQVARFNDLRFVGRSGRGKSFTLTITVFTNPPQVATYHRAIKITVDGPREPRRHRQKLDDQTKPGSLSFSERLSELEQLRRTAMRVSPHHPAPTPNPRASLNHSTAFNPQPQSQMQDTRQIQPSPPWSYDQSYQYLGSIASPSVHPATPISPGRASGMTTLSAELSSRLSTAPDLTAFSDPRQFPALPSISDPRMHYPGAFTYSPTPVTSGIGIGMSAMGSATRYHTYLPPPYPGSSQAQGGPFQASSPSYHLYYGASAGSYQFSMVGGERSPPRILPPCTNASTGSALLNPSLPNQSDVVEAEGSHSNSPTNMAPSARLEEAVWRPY
Target sequence (Q13951 whole entry, looked up): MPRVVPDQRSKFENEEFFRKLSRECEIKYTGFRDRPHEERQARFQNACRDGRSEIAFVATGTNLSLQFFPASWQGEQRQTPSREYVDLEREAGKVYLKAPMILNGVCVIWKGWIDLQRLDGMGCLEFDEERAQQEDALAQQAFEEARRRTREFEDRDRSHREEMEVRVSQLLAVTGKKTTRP
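CBF-beta (His) and RUNX1 (biotin), 30 nM each; 20 min preassociation; + compound, 15 min; + beads 50 ng each (Ni, streptavidin), 90 min; RT; AlphaScreen read.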
IMPase Li inh: membrane-permeable IMPase blocker, potentiated with lithium; CHO-M1 cells, IP1 TR-FRET (IP-One), carbachol + lithium; Potency, µM (titrated, usually from 59.4 µM), for the others: at the highest dose activity, negative = IMPase inhibition, actives largely listed as inhibitors; 210,000 tested, 0.35% active; AID 1457;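 also: IP1 builds up when IMPase is blocked and the TR-FRET signal falls; potency is read from the fitted curve at half-maximal effect; plate controls were basal vehicle for no effect and high inhibitor control for full effect; nearly all actives have a fitted effect of over 50% in size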
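Readout is a homogeneous TR-FRET IP1 immunoassay (Ex 320, Em 665 and 620), where raised cytosolic IP1 lowers signal. Cells were CHO-M1 treated 30 min at 37C with test compounds plus a little lithium; AC50 values came from Hill-equation fitting.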
LMNA splice mod: LMNA splicing modulation. HeLa LMNA splicing GFP/RFP minigene ratio, 48 h. Potency, µM (titrated, usually from 46.1 µM), without a hit: at the top dose ratio change, negative = inhibition, most hits filed as inhibitors. 200,000 tested, 0.01% active; active = well fitted inhibition curve with a large enough effect in the signal ratio, with a control signal flat, not every such curve was filed as active; inconclusive = small, poorly fitted or top-dose-only effect, or effect the other way, or a change in a side signal; the % refers to the signal ratio; also: potency is read from the fitted curve at half-maximal effect; % is scaled to controls: 0 for no effect and ±100 for the full control effect
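S3 HeLa cells stably expressing lamin A-EGFP splicing minigene plus DsRed2, 600 cells/well, 48 h compound exposure at 37C. Laser-scanning cytometry; analysed as GFP (500-530 nm)/RFP (575-640 nm) total intensity ratio; 0.5% DMSO vehicle.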
Luc counter: counter-screen: inhibitors of Kinase-Glo firefly luciferase; Q27757; Kinase-Glo luciferase, ATP luminescence, 8 min; Potency, µM (series often up to 38.3 µM), without a hit: at the top dose activity change, negative = inhibition, actives largely listed as inhibitors; 200,000 tested, 0.28% active; AID 1379; also: potency is read from the fitted curve at half-maximal effect; % is scaled to controls: 0 for no effect and ±100 for the full control effect; nearly all actives have a fitted effect of over 60% in size
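Recombinant Kinase-Glo luciferase, 10 uM ATP (linear range), luciferin; imidazole pH 7.2 / KCl / MgCl2 / Tween / BSA buffer; 8 min RT; luminescence.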
HttQ103 aggreg: reduces HttQ103-GFP aggregates in PC12 cells | Potency, µM (top dose mostly 46.1 µM), for inactives: at the highest dose activity change, negative = inhibition, most hits filed as inhibitors | AID 1688 | 220,000 tested, 1.1% active | PC12 HttQ103-GFP aggregates, Acumen cytometry, 40 h; also: potency is read from the fitted curve at half-maximal effect; % is scaled to controls: 0 for no effect and ±100 for the full control effect; nearly all actives have a fitted effect of over 60% in size
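Steps: seed 1500 PC12 HTTQ103-GFP cells/well; add tebufenozide, 100 nM final; add compound titration; add ATPLite reagent; quantify GFP aggregates by laser scanning cytometry.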
An asterisk follows results filed as active; ? = inconclusive; / = not tested or not shown; & = joins results of further samples; [ ] = another dose, or the depositor's remark. Unless noted, calls follow the shape of the dose curve; as a rule, active = well fitted curve in the direction sought with a large enough effect; inconclusive = small, poorly fitted or top-dose-only effect, or another doubt; inactive = no such curve, though single readings can be large; an effect the other way counts as inactive or inconclusive. The list is partial; the hit share may differ from the screen's.

canonical_smiles	Epigenetic derep	NPSR antag	CBFb-RUNX1 inh	IMPase Li inh	LMNA splice mod	Luc counter	HttQ103 aggreg
COc1cccc(C(=O)N2CCN(c3ncccn3)CC2)c1	-2.2%	1.7%[46.1 µM]	-1.4%	0.5%[38.3 µM]	2.2%	5.6%	-2.2%
Cc1cccc(N2CCN(S(=O)(=O)c3ccc(S(=O)(=O)N4CCCC4)cc3)CC2)c1C	0.7%	0.9%[46.1 µM]	4.0%	27.9%[38.3 µM]	3.0%	4.2%	3.6%[9.22 µM]
CCC(CO)n1cnnc1-c1ccncc1 (configuration not stated)	0.4%	-3.8%[46.1 µM]	1.9%	15.6%[38.3 µM]	-0.3%	3.3%	1.1%
Cc1ccc(Oc2ncc(CN3CCOCC3)s2)cc1	0.0%	-0.5%[46.1 µM]	-2.8%	4.6%[38.3 µM]	9.0%	-3.2%	-15.4%
COC(=O)Cn1cc(C(=O)C(C)(C)C)c2ccccc21	-2.9%	12.0%	3.5%	1.5%	5.5%[46 µM]	0.2%	-0.8%[9.22 µM]
O=C(CN(Cc1cccs1)S(=O)(=O)c1ccc(S(=O)(=O)N2CCCCC2)cc1)Nc1ccccc1	1.3%	-15.6%	9.9%	2.3%	?	1.4%	-11.3%
COc1cccc(-c2cc(=O)c3ccccc3o2)c1N	2.3%&1.1%&0.7%&-0.3%	-7.8%[46.1 µM]	?	8.6%&4.5%&-0.4%&17.8%	-19.9%	-9.3%&-11.9%	/
CCCCOc1ccc(/C(O)=C2/C(=O)C(=O)N(CCN(C)C)C2c2ccc(O)c(OC)c2)cc1 (configuration not stated)	-0.4%	-9.2%[46.1 µM]	-3.7%	-10.2%[38.3 µM]	14.4%	-1.4%	-20.1%
COc1ccc(NC(=O)Cn2c(C)cc(=O)c3cccc(OC)c32)cc1	-2.5%	4.7%[46.1 µM]	1.4%	/	4.5%	/	-4.0%
O=[N+]([O-])c1ccc(S(=O)(=O)CC(CN2CCOCC2)N2CCOCC2)cc1 (configuration not stated)	1.3%	24.5%	-1.9%	1.1%	/	-0.1%	?
O=C(COC(=O)C1CC(O)CN1C(=O)Oc1ccccc1)c1ccc(Br)cc1 (configuration not stated)	1.1%	7.1%	1.2%	4.4%	-2.1%	-0.9%	-0.3%
COC(=O)C1(CCSC)NC(c2ccc(O)cc2)C2C(=O)N(c3ccc4c(c3)OCCO4)C(=O)C21 (configuration not stated)	8.8%	11.0%[7.67 µM]	0.7%	-16.6%[38.3 µM]	-3.2%	1.3%	12.3%
CC(=O)c1ccc(Oc2ncnc3sccc23)cc1	1.1%	2.3%	9.3%	-1.5%	6.3%[46 µM]	-1.6%	-9.6%
Cc1cc2ncn(CC(C)C)c2cc1C	2.3%	4.8%	-3.1%	6.7%	8.2%[46 µM]	-4.3%	7.3%[9.22 µM]
CC(=O)Nc1ccc(NC(=O)C2c3ccccc3Oc3ccccc32)cc1	-2.7%	9.5%	25.0%	1.0%	-14.0%[46 µM]	-3.2%	16.1%
Cc1cccn2c(=O)c(C=O)c(N3CCSCC3)nc12	-1.0%	-13.3%	0.9%	/	/	/	-2.3%[9.22 µM]
CC1(C)CC(=O)C(C=NCCN2CCN(C(=O)CCl)CC2)=C(O)C1	?	13.7%	3.3%	/	/	/	7.4%[9.22 µM]
O=C(Nc1cnn(Cc2ccc(F)cc2)c1)c1cnccn1	1.6%	-2.3%[46.1 µM]	16.3%	22.0%[38.3 µM]	-9.9%	2.7%	-5.6%
CCCCNCCCOc1cc(Cl)ccc1Cl	-0.7%	17.4%[46.1 µM]	0.4%	14.0%[38.3 µM]	-5.4%	-1.1%	-19.6%
O=C(NN=c1c(=O)c2ccccc2c1=O)c1ccccc1	0.0%	-0.5%[46.1 µM]	-1.9%	11.9%[38.3 µM]	20.1%	2.1%	5.6%
CCOc1cc(S(=O)(=O)NCc2cccs2)ccc1Cl	1.2%	-13.0%[46.1 µM]	4.7%	23.6%[38.3 µM]	-9.5%	-0.8%	-5.0%
COc1ccc(NS(=O)(=O)c2ccc(N3CCOCC3)c(NC(=O)c3ccc(F)cc3)c2)cc1	-1.1%	6.7%	-10.5%	2.6%	?	1.9%	15.8%
O=C(c1c(Cl)cccc1Cl)N1CCN(c2ccccn2)CC1	-1.0%	-7.9%[46.1 µM]	4.0%	15.4%[38.3 µM]	0.8%	-2.7%	-4.1%
CC(=O)c1ccc(S(=O)(=O)Nc2cccc(-c3ccc4nncn4n3)c2)cc1	1.9%	-13.3%	-7.3%	11.3%	?	6.7%	22.2%[9.22 µM]
CCOC(=O)C1=C(C)OC(N)=C(C(=O)OCC)C1c1ccncc1 (configuration not stated)	-2.5%	-22.9%[46.1 µM]	12.6%	27.3%[38.3 µM]	?	-2.5%	-15.7%
COC(=O)C1=C(C)N(C)C(=O)NC1c1ccc(C)cc1 (configuration not stated)	2.9%	-10.9%[46.1 µM]	3.0%	9.4%[38.3 µM]	0.6%	-0.5%	-1.5%[9.22 µM]
CC1CCCC(N2C(=O)NC(NC(=O)c3ccco3)(C(F)(F)F)C2=O)C1C (configuration not stated)	-1.0%	-9.4%[46.1 µM]	5.0%	22.6%[38.3 µM]	11.2%	1.3%	-22.4%
C/C(=N\O)c1ccc2c(c1)CC(C)O2 (configuration not stated)	-0.3%	-7.4%[7.67 µM]	5.0%	/	/	/	11.9%[9.22 µM]
Cc1ccn2c(/C=N/OCc3ccc(F)cc3)c(-c3ccc(Cl)cc3)nc2c1	0.0%	-7.4%[46.1 µM]	1.2%	/	4.9%	/	-22.4%
O=C(CN1C(=O)/C(=C/c2ccccc2F)Sc2ccccc21)N1CCN(c2ccccn2)CC1	-1.4%	-25.0%	7.2%	4.6%	19.4%[9.22 µM]	2.8%	-10.0%
O=C(O)COc1ccc(Br)cc1/C=C1/SC(=O)N(CC(=O)N2CCCC2)C1=O	0.2%	-14.7%[46.1 µM]	-3.5%	11.8%[38.3 µM]	18.7%	-3.4%	-3.9%
Cc1c(Cc2ccccc2)c(=O)oc2c(CN(C)C)c(O)c(Cl)cc12	-1.0%	-5.4%	12.4%	?	?	3.2%	-4.9%
COc1ccc(NC(=O)COC(=O)Cc2c(F)cccc2Cl)cc1	-1.8%	-17.2%	-0.3%	8.8%	-4.7%[46 µM]	0.0%	27.0%
Cc1ccc(NC(=O)c2sccc2-n2cccc2)c(Cl)c1	3.9%	-31.6%	-0.2%	14.5%	/	/	24.5%
Cc1ccc(S(=O)(=O)N2CCN(CC(=O)Nc3ccc4c(c3)CCC4)CC2)cc1C	-1.8%	-23.3%	10.2%	6.9%	4.7%	-0.5%	0.1%
COc1cccc(Cn2c(Oc3cccc(C)c3)nc3c2c(=O)n(C)c(=O)n3C)c1	-1.0%	-26.5%[46.1 µM]	-9.4%	32.2%[38.3 µM]	1.1%	0.5%	-26.7%
CCOC(=O)CSc1c(-c2ccc(Cl)cc2)[nH]c2ccccc12	0.0%	-48.3%	0.7%	7.2%	?	-2.9%	3.1%
Clc1ccccc1OCCn1cnc2ccccc21	2.9%	0.4%[46.1 µM]	15.1%	3.6%[38.3 µM]	?	-3.5%	-8.0%
COc1ccc(N2CCN(C(=O)CN3C(=O)C4CC=CCC4C3=O)CC2)cc1 (configuration not stated)	0.0%	-0.1%[46.1 µM]	3.1%	12.0%[38.3 µM]	15.4%	-0.3%	-4.4%
COc1ccc(Cl)cc1C(=O)Nc1ccc(NC(=O)C(C)C)cc1	-1.2%	-2.5%	5.6%	8.0%	-1.4%[46 µM]	-0.4%	16.1%[9.22 µM]
Cc1cc(C(=O)N2CCN(S(C)(=O)=O)CC2)sc1-c1ccccc1	0.5%	?	1.3%	-26.6%[38.3 µM]	-3.0%	-8.1%	6.4%
O=C(Nc1nc(-c2ccc(Br)cc2)cs1)c1cccnc1	-2.2%	5.8%	-2.5%	1.9%	?	2.0%	-2.2%
O=C(Nc1ccccc1N1CCOCC1)c1ccccc1[N+](=O)[O-]	-0.8%	-6.8%[46.1 µM]	-1.1%	-3.8%[38.3 µM]	0.8%	9.3%	10.4%
COc1cc(C(=S)N2CCOCC2)cc(OC)c1OC(=O)c1cc([N+](=O)[O-])cc([N+](=O)[O-])c1	-1.1%	-15.1%[46.1 µM]	-4.6%	-0.3%[38.3 µM]	-1.7%	-2.0%	-0.2%
CCOc1ccccc1OCCCC(=O)Nc1ccc(OC)nc1	-1.7%	-8.2%[46.1 µM]	12.4%	8.1%[38.3 µM]	9.6%	0.5%	-9.9%
Cc1csc(SC(C)C(=O)Nc2ccc(S(=O)(=O)N3CCCC3)cc2)n1 (configuration not stated)	-2.1%	-9.3%[46.1 µM]	-1.0%	15.5%[38.3 µM]	5.0%	1.1%	12.0%
CC1(C)CC(NCc2ccc3c(c2)OCO3)CCO1 (configuration not stated)	0.0%	0.0%[46.1 µM]	2.7%	-4.6%[38.3 µM]	-11.9%	0.2%	?
Cc1c(NS(=O)(=O)c2ccc3c(c2)Cc2ccccc2-3)c(=O)n(-c2ccccc2)n1C	0.0%	-30.8%	-1.4%	5.8%	?	0.1%	/
COc1ccc(C=NC(CO)C(O)c2ccc([N+](=O)[O-])cc2)cc1 (configuration not stated)	0.0%	-2.8%[46.1 µM]	-5.2%	-10.1%[38.3 µM]	-10.1%	-6.2%	-3.3%
CCNC(=S)N(CCc1c(C)[nH]c2ccccc12)Cc1cc(OC)c(OC)c(OC)c1	-2.4%	-25.6%	-0.9%[2.36 µM]	12.6%	?	0.3%	0.0%
CCN1CCN(c2ccc(NC(=O)c3cnccn3)cc2)CC1	0.0%	-2.0%	0.3%	2.3%	-13.2%[9.22 µM]	-2.5%	21.6%
